MITF act – increases MITF-driven TRPM1 promoter luciferase signal | SK-MEL-5 TRPM1-promoter luciferase, 24 h; % of positive control, neutral wells = 0 | activation, % at 12.5 µM | 0.75% of 300,000 active;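 active = mean activation of at least 80% with every replicate also reaching 80%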;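 note: 0% = neutral control wells and 100% = parthenolide positive control wells; values of inactives mirror those of a sister screen read the other way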
PKA-R1A activ – activates the PKA-R1A holoenzyme complex | P00514+P68181 | PKA-R1A dissociation, Cy5-IP20 fluorescence polarization; scaled: DMSO 0%, 113 µM cGMP 100% | activation, % at 11.4 µM | 0.083% of 340,000 active | AID 504707;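 active = percent activation above the mean of all tested compounds plus 3 SD, cut at about 19% in these data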;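 note: higher means more PKAc released from R1A so a rise in polarization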
PKA-R2B act – PKA-R2B complex activation | P22694+P31323 | 0.079% of 340,000 active | PKA-R2B holoenzyme dissociation, Cy5-IP20 fluorescence polarization; R2B truncated from residue 108, S112A mutant; 0% DMSO only, 100% 113 µM cGMP | activation, % at 11.4 µM;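 active = activation above a cutoff set at the mean over all compounds plus 3 SD, cut at about 18% in these data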;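 note: higher means more holoenzyme dissociation and a rise in polarization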
Mot1-301 SUMO – inhibitors of SUMOylation pathway: yeast Mot1-301 growth rescue; 1% of 320,000 active; AID 2716; growth rescue, % at 18.8 µM; S. cerevisiae Mot1-301 growth rescue, ATP luminescence, 38.5C; percent above DMSO median, 100 means doubled;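 active = every valid replicate shows activation above 250% relative to neutral control wells; inactive = the rest, any valid replicate at or below 250%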;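 note: OY570 slx delta 5 strain wells were the positive control but not used for scaling; some compounds called inactive have numbers as strong as hits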
Arr AP2 block – human beta-arrestin and AP2 interaction inhibition. AID 504490. 0.31% of 340,000 active. FITC-arrestin peptide / GST-AP2 beads, flow cytometry; AP2 beta2 appendage carries R879A mutation. inhibition, % at 10 µM;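 active = inhibition above a set limit, near 3 SD of compounds lacking own fluorescence, cut at about 54% in these data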;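 note: plate controls were DMSO wells for no effect and 5 µM unlabelled arrestin peptide for full effect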
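System: GST-AP2 R879A glutathione beads. Medium: PBS with 0.05% Tween 20 and 0.1% BSA. Also added: FITC-arrestin peptide, 50 nM. Incubation: 12 min plus 1 h, RT. Measured by: high-throughput flow cytometry of beads, ex 488, em 535 nm. Evaluation: percent drop in bead-associated FITC signal.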
SR-BI HDL uptake – blocks mouse SR-BI lipid uptake from DiI-HDL; inhibition, % at 12.5 µM; ldlA[mSR-BI] CHO cells, DiI-HDL uptake fluorescence, 3 h; 0.96% of 320,000 active; AID 488896; Q61009;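 active = mean replicate inhibition of at least 70% and a set share of replicates each scoring 70 or more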;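 note: 0% = median of neutral control wells and 100% = median of positive control wells; values of inactives mirror those of a sister screen read the other way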
NSD2 inh – inhibitors of human histone methyltransferase NSD2. O96028. NSD2 peptide methylation, AlphaScreen, 120 min. inhibition, % at 12.5 µM. 0.54% of 310,000 active; in the data active = inhibition above about 50%
Target sequence (O96028 whole entry, looked up): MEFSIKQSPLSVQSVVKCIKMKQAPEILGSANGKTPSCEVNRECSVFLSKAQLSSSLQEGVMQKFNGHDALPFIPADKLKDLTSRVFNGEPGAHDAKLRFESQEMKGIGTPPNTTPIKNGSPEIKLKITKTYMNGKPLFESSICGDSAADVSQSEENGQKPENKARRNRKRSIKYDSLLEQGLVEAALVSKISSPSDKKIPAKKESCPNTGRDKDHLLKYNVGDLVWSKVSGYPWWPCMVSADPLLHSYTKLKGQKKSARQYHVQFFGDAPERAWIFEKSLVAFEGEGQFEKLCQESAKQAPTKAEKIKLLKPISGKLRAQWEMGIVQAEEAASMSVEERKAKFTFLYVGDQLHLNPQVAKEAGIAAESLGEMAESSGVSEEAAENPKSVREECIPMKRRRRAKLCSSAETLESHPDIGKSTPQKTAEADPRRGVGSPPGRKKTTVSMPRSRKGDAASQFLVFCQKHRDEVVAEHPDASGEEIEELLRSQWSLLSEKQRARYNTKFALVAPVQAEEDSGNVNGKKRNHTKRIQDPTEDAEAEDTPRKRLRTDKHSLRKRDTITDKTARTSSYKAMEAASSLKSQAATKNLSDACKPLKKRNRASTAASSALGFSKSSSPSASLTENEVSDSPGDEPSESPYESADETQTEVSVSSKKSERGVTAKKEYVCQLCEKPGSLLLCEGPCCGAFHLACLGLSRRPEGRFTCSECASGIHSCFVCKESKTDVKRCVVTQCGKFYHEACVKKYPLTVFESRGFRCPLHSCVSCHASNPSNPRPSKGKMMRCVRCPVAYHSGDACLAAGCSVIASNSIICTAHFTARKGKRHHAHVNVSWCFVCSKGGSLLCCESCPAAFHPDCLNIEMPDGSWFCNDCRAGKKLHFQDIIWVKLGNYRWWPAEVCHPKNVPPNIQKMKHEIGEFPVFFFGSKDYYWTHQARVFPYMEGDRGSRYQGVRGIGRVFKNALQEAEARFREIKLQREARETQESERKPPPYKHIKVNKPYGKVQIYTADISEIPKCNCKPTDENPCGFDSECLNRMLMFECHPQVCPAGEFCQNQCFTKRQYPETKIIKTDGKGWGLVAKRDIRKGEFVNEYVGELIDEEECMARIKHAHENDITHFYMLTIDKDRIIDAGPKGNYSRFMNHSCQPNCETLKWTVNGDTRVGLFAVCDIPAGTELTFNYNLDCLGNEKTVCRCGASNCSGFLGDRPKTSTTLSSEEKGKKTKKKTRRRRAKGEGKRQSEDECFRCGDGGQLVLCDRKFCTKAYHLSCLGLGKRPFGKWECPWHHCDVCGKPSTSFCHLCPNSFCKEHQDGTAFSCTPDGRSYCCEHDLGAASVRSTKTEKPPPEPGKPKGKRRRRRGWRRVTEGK
dFosB activator – mouse delta FosB homodimer activation | purified delta FosB, TAMRA-CDK5 oligo fluorescence polarization; percent of positive-control signal above neutral wells | activation, % at 25 µM | 0.99% of 340,000 active;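 active = mean activation above about 17%, with every replicate also reaching it, limit read from the data, passing the limit was not always enough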;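 note: fluorescence polarization rise as delta FosB binds a TAMRA Cdk5 AP-1 oligo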
SR-BI DiI-HDL act – activators of SR-BI mediated HDL lipid uptake; CHO ldlA[mSR-BI] cells, DiI-HDL uptake fluorescence, 3 h; 100 = double the neutral-control signal; AID 504775; 0.096% of 320,000 active; activation, % at 12.5 µM;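 active = mean replicate activation of at least 60% and every replicate at or above 60%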;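 note: 0% = median plate neutral-control signal and 100% = twice that signal; values of inactives mirror those of a sister screen read the other way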
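Material: SR-BI-overexpressing, LDLR-lacking CHO cells; schedule: compound exposure 3 h, 37 °C; reagent: DiI-labelled HDL at 10 µg/mL final; technique: bottom-read fluorescence, 550/595 nm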
DSG3 Ab inh – blocks pemphigus antibody binding to human desmoglein-3 | 0.48% of 310,000 active | P32926 | DSG3-coupled beads, scFv-anti-DSG3-GFP binding, flow cytometry; hits give low values | binding (percent of control), % at 10 µM | AID 588358;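 active = binding more than 3 SD below its plate's average and above zero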;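 note: hits lower antibody fragment binding to DSG3; some compounds called inactive have numbers as strong as hits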
CDK5 p35 inh – CDK5/p35 (human) kinase inhibition; inhibition, % at 10 µM; AID 488839; 0.01% of 330,000 active; Recombinant CDK5/p35, ADP-Glo luminescence, 60 min;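 active = highest replicate inhibition of at least 50% and at least 75% of replicates reaching 50%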;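 note: plate controls were DMSO neutral control for no effect and GW8510 at 10 µM for full effect; many of its hits are not listed in these tables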
Active calls of the source: *.

For COC(=O)CNC(=O)c1ccc(NS(=O)(=O)c2cc([N+](=O)[O-])ccc2Cl)cc1 the results were MITF act 10.9, PKA-R1A activ 5.7, PKA-R2B act -0.4, Mot1-301 SUMO -10.0, Arr AP2 block 2.1, SR-BI HDL uptake -5.1, NSD2 inh 6.8, dFosB activator 0.1, SR-BI DiI-HDL act 5.1, DSG3 Ab inh 100.6 and CDK5 p35 inh 1.5.
`O=C(CN1C(=O)NC2(CCCC2)C1=O)N1CCN(Cc2ccccc2)CC1` gave MITF act -5.3, PKA-R1A activ -10.4, PKA-R2B act 1.3, Mot1-301 SUMO -1.5, Arr AP2 block -13.3, SR-BI HDL uptake -15.5, NSD2 inh -0.7, dFosB activator -1.7, SR-BI DiI-HDL act 15.5 and CDK5 p35 inh 0.3.
Clc1ccc(CSc2ncn[nH]2)cc1 was read as MITF act -3.8, PKA-R1A activ -6.8, PKA-R2B act -1.0, Mot1-301 SUMO 30.3, Arr AP2 block 6.8, SR-BI HDL uptake -12.0, NSD2 inh 0.2, dFosB activator -4.7, SR-BI DiI-HDL act 12.0, DSG3 Ab inh 102.5 and CDK5 p35 inh 0.1.
`CC(=O)c1sc(NC(=O)C2CCN(c3ncnc4sc(C)c(C)c34)CC2)nc1-c1ccccc1` gave MITF act -0.5, PKA-R1A activ -2.8, PKA-R2B act -0.7, Mot1-301 SUMO 0.6, Arr AP2 block -6.2, SR-BI HDL uptake 9.6, NSD2 inh -4.1, dFosB activator -0.1, SR-BI DiI-HDL act -9.6, DSG3 Ab inh 105.5 and CDK5 p35 inh 0.4.
Cc1nn(C)c(C)c1Nc1ccc(N2C(=O)C3C4C=CC(C4)C3C2=O)cc1[N+](=O)[O-] (stereo not drawn) was read as MITF act -5.1, PKA-R1A activ 9.2, PKA-R2B act 6.1, Mot1-301 SUMO -0.2, Arr AP2 block 5.9, NSD2 inh 4.8, dFosB activator -9.9, DSG3 Ab inh 100.3 and CDK5 p35 inh -1.0.
CC1CCN(S(=O)(=O)Cc2ccccc2Cl)CC1 was read as MITF act -1.0, PKA-R1A activ -11.8, PKA-R2B act -13.0, Mot1-301 SUMO 13.3, Arr AP2 block -0.9, dFosB activator -1.0, DSG3 Ab inh 112.0 and CDK5 p35 inh -2.2.
CCOC(=O)Cc1csc(NC(=O)Nc2cccc(Cl)c2)n1 was read as MITF act 17.8, PKA-R1A activ -4.0, PKA-R2B act 8.2, Mot1-301 SUMO -16.2, Arr AP2 block -5.7, SR-BI HDL uptake 7.2, NSD2 inh -3.3, dFosB activator -5.4, SR-BI DiI-HDL act -7.2, DSG3 Ab inh 88.8 and CDK5 p35 inh -4.0.
Screening CC1C(=O)N2CCCc3cc(NC(=O)C(=O)NCCCc4ccccc4)cc1c32 (stereo not drawn) returned MITF act -3.5, PKA-R1A activ 5.2, PKA-R2B act -4.6, Mot1-301 SUMO -1.1, Arr AP2 block 9.2, SR-BI HDL uptake 7.0, NSD2 inh -1.7, dFosB activator -7.3, SR-BI DiI-HDL act -7.0, DSG3 Ab inh 88.9 and CDK5 p35 inh -2.8.
Screening COc1ccc(S(=O)(=O)Oc2ccccc2C(=S)N2CCOCC2)cc1 returned MITF act 4.3, PKA-R1A activ -2.0, PKA-R2B act -5.3, Mot1-301 SUMO 6.4, Arr AP2 block 7.7, SR-BI HDL uptake 5.6, NSD2 inh 4.1, dFosB activator -6.0, SR-BI DiI-HDL act -5.6 and CDK5 p35 inh -0.7.
For COc1ccc(S(=O)(=O)NN(C)C(=O)c2nn(-c3ccccc3)ccc2=O)cc1 the results were MITF act 2.7, PKA-R1A activ -3.0, PKA-R2B act -7.6, Mot1-301 SUMO 4.4, Arr AP2 block 17.4, SR-BI HDL uptake -2.7, NSD2 inh 1.1, dFosB activator -6.6, SR-BI DiI-HDL act 2.7, DSG3 Ab inh 93.2 and CDK5 p35 inh 1.6.
Screening CC(=O)Nc1ccc(NC(=O)C(C)OC(=O)c2ccc(S(=O)(=O)N3CCCCCC3)cc2)cc1 (stereo not drawn) returned MITF act 7.8, PKA-R1A activ 11.5, PKA-R2B act -15.1, Mot1-301 SUMO -9.3, Arr AP2 block 14.7, SR-BI HDL uptake 32.5, NSD2 inh 3.0, dFosB activator 2.4, SR-BI DiI-HDL act -32.5, DSG3 Ab inh 124.2 and CDK5 p35 inh 1.6.
COC(=O)c1ccc(N=NNc2cccc(Br)c2)cc1 was read as MITF act 53.2, PKA-R1A activ 4.2, PKA-R2B act -7.1, Mot1-301 SUMO 55.8, Arr AP2 block 2.7, SR-BI HDL uptake 9.1, NSD2 inh -3.0, dFosB activator -1.2, SR-BI DiI-HDL act -9.1, DSG3 Ab inh 104.0 and CDK5 p35 inh 3.8.
For CCCCN(C)C(=O)C1CCC(=O)N(c2cc(OC)c(OC)c(OC)c2)C1c1ccc(OC)cc1 (stereo not drawn) the results were PKA-R1A activ -3.3, PKA-R2B act -4.7, Mot1-301 SUMO -7.4, Arr AP2 block 9.8, SR-BI HDL uptake -34.8, NSD2 inh -1.2, dFosB activator -4.6, SR-BI DiI-HDL act 34.8, DSG3 Ab inh 100.0 and CDK5 p35 inh 0.0.
Screening CCOC(=O)N1CCN(S(=O)(=O)c2ccc(F)cc2)CC1 returned MITF act -13.0, PKA-R1A activ 0.6, PKA-R2B act -11.6, Mot1-301 SUMO 28.6, Arr AP2 block 25.0, SR-BI HDL uptake -8.4, NSD2 inh 5.4, dFosB activator -2.9, SR-BI DiI-HDL act 8.4, DSG3 Ab inh 86.3 and CDK5 p35 inh -1.9.
O=C(CN1C(=O)S/C(=C\c2cccs2)C1=O)Nc1ccc(O)c(C(=O)O)c1 was read as MITF act -12.7, PKA-R1A activ 2.5, PKA-R2B act -1.6, Mot1-301 SUMO -3.4, Arr AP2 block 0.2, SR-BI HDL uptake -3.1, NSD2 inh 15.8, dFosB activator -3.8, SR-BI DiI-HDL act 3.1, DSG3 Ab inh 98.4 and CDK5 p35 inh -0.2.
Screening Cc1cccc(OCC(=O)N/N=C\c2cn(C)c3ccccc23)c1 returned MITF act -5.3, PKA-R1A activ 4.0, PKA-R2B act 3.4, Mot1-301 SUMO 8.4, Arr AP2 block 4.6, SR-BI HDL uptake -0.3, NSD2 inh -6.4, dFosB activator -2.7, SR-BI DiI-HDL act 0.3, DSG3 Ab inh 104.4 and CDK5 p35 inh -1.3.
Screening COc1ccc(CNCc2ccncc2)c(OC)c1 returned PKA-R1A activ 2.0, PKA-R2B act 9.6, Mot1-301 SUMO 3.8, Arr AP2 block 35.0, SR-BI HDL uptake -22.0, NSD2 inh -0.6, dFosB activator 1.5, SR-BI DiI-HDL act 22.0, DSG3 Ab inh 107.0 and CDK5 p35 inh -0.4.
Screening COc1cccc(OCC(=O)Nc2ccccc2NC(C)=O)c1 returned MITF act -5.3, PKA-R1A activ -8.7, PKA-R2B act 6.2, Mot1-301 SUMO 8.7, Arr AP2 block 22.7, SR-BI HDL uptake -0.3, NSD2 inh -2.9, dFosB activator 0.6, SR-BI DiI-HDL act 0.3, DSG3 Ab inh 95.2 and CDK5 p35 inh 2.5.
For O=C(Nc1cccc(-c2cn3ccccc3n2)c1)c1cc2ccccc2oc1=O the results were MITF act -48.3, PKA-R1A activ 5.0, PKA-R2B act 5.4, Mot1-301 SUMO 3.7, Arr AP2 block 4.0, SR-BI HDL uptake -16.0, NSD2 inh -2.4, dFosB activator 60.9*, SR-BI DiI-HDL act 16.0, DSG3 Ab inh 99.1 and CDK5 p35 inh -3.9.
Screening C/C(=N\NC(=O)CN(c1ccccc1)S(=O)(=O)c1ccccc1[N+](=O)[O-])C(C)(C)C returned MITF act 4.7, PKA-R1A activ -9.0, PKA-R2B act -0.3, Mot1-301 SUMO 0.8, Arr AP2 block 7.0, SR-BI HDL uptake -2.7, NSD2 inh 28.5, dFosB activator -4.2, SR-BI DiI-HDL act 2.7, DSG3 Ab inh 119.3 and CDK5 p35 inh 1.6.
`COC(=O)CSc1ncc(C#N)c(N)n1` gave PKA-R1A activ -1.4, PKA-R2B act 0.3, Mot1-301 SUMO -11.5, Arr AP2 block 4.4, SR-BI HDL uptake 0.9, NSD2 inh 4.4, dFosB activator -11.8, SR-BI DiI-HDL act -0.9, DSG3 Ab inh 113.3 and CDK5 p35 inh -1.4.
For Oc1[nH]c2ccc(Br)cc2c1N=NC(=S)Nc1ccc(F)cc1 the results were MITF act -28.0, PKA-R1A activ -4.0, PKA-R2B act 5.2, Mot1-301 SUMO -7.6, Arr AP2 block 1.4, SR-BI HDL uptake 26.6, dFosB activator -2.1, SR-BI DiI-HDL act -26.6, DSG3 Ab inh 89.4 and CDK5 p35 inh -1.2.
Screening c1ccc(-c2ccccc2OCCN2CCOCC2)cc1 returned MITF act -5.9, PKA-R1A activ -9.6, PKA-R2B act -3.4, Mot1-301 SUMO 25.9, Arr AP2 block -1.2, SR-BI HDL uptake 0.1, NSD2 inh 6.0, dFosB activator -2.1, SR-BI DiI-HDL act -0.1, DSG3 Ab inh 101.1 and CDK5 p35 inh 0.5.
For CC(=O)Oc1ccc(-c2cccc(C(=O)NCCO)c2)cc1 the results were MITF act 8.4, PKA-R1A activ 0.5, PKA-R2B act -6.3, Mot1-301 SUMO 14.6, Arr AP2 block 6.7, SR-BI HDL uptake 0.7, NSD2 inh 0.1, dFosB activator -7.8, SR-BI DiI-HDL act -0.7, DSG3 Ab inh 83.0 and CDK5 p35 inh -1.7.
COc1ccc(NC(=S)NNC(=O)CNc2ccc(Cl)cc2)cc1 was read as MITF act 7.6, PKA-R1A activ 2.8, PKA-R2B act 3.8, Mot1-301 SUMO 13.4, Arr AP2 block -13.3, SR-BI HDL uptake -19.9, NSD2 inh 1.4, dFosB activator -5.4, SR-BI DiI-HDL act 19.9, DSG3 Ab inh 103.8 and CDK5 p35 inh -1.5.
Screening COc1cc(C(CC(=O)Nc2cc(C)ccn2)N2Cc3ccccc3C2=O)cc(OC)c1OC (stereo not drawn) returned MITF act -0.9, PKA-R1A activ -0.5, PKA-R2B act 10.7, Mot1-301 SUMO -6.8, Arr AP2 block 0.3, SR-BI HDL uptake -16.8, NSD2 inh -2.5, dFosB activator -6.9, SR-BI DiI-HDL act 16.8 and CDK5 p35 inh 0.2.
Screening CN1CCN(S(=O)(=O)c2cccc(C(=O)Nc3cccc([N+](=O)[O-])c3)c2)CC1 returned MITF act -9.5, PKA-R1A activ -1.2, PKA-R2B act 4.2, Mot1-301 SUMO -11.4, Arr AP2 block -7.5, SR-BI HDL uptake 10.3, NSD2 inh 0.4, dFosB activator -2.9, SR-BI DiI-HDL act -10.3, DSG3 Ab inh 112.3 and CDK5 p35 inh -0.3.

Assay outcomes (PubChem BioAssay)
